hERG protect = shields human hERG channel from block by proarrhythmic agents; Q12809; CHO-hERG, FluxOR thallium flux, dofetilide IC70 present; activation (rescue from dofetilide block), less the hit threshold, % at 10 µM; 310,000 compounds, 0.51% hits; AID 1511;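 active = activation above the mean of controls blocked by dofetilide plus 5 SD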;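 note: thallium influx through hERG after potassium depolarization seen as dye fluorescence rise; in these data hits start at about 4.7%; inactives centre near -7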
RGS4 act = RGS4 potentiation or activation. 310,000 compounds, 0.92% hits. HEK293 M3R/inducible RGS4, carbachol calcium flux Fluo4; stronger effect = lower value. B-score at 10 µM;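 active = B-score of the integrated calcium signal more than 4 SD below the library mean, with starting fluorescence not abnormally high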;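 note: negative B-score means reduced calcium response which marks RGS4 activation or potentiation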
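System: HEK293 FlpIn-TREx cells, stable M3R, doxycycline-inducible RGS4. Timing: overnight RGS4 induction, 30 min dye load 37 °C, 20 min compound RT. Also added: carbachol, ECmax concentration. Measured by: Fluo4 fluorescence kinetic imaging of calcium. Evaluation: integrated calcium ratio converted to B score.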
TMEM16A act = activates or potentiates the mouse TMEM16A chloride channel | HEK293 TMEM16A/YFP-H148Q/I152L, iodide quench fluorescence; stronger effect = lower value | B-score at 10 µM | 340,000 compounds, 0.3% hits | Q8BHY3;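 active = fluorescence-ratio B-score plate-corrected deviation score at least 3 library SD below zero, with starting fluorescence score within 5 deviations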;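 note: channel opened by trigger with iodide after compound preincubation; score built on the fluorescence ratio of max minus min over baseline; more negative score means more quench and so TMEM16A activation or potentiation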
MrgX1 ag = agonists of human MrgX1 receptor; Q96LB2; 310,000 compounds, 0.44% hits; MrgX1-HEK293 cells, Fluo-4 calcium fluorescence, agonist mode; stronger effect = higher value; B-score at 10 µM; AID 588627;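 active = calcium response B-score plate-corrected fluorescence ratio at least 3 library SD, with starting fluorescence B-score inside 5 SD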
Target sequence (Q96LB2 whole entry, looked up): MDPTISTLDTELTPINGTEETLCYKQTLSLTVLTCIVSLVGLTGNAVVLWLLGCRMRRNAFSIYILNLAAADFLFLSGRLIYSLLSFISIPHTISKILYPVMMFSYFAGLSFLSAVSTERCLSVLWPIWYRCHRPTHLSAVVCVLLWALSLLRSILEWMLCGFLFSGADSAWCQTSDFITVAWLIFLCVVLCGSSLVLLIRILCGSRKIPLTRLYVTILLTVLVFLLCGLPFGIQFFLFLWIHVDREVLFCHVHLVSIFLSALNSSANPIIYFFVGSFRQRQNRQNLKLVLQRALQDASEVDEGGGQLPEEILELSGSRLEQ
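Test system: HEK293 cells stably expressing human MrgX1 receptor; amount: 15,000 cells per well; doses: compound delivered in addition one of three; times: overnight plating before 1 h dye loading; detection: Fluo-4 NW calcium-flux fluorescence, kinetic read; read-out basis: B-scored fluorescence response ratio; controls: positive and negative controls per plate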
RGS4 inh = human RGS4 inhibition; P49798; B-score at 10 µM; 310,000 compounds, 0.45% hits; HEK293 M3R/RGS4 inducible, Fluo-4 calcium flux; stronger effect = higher value; triggered by carbachol at its EC20;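 active = B-score, a plate-corrected calcium signal, over three deviations above library mean, with baseline fluorescence within five deviations of library mean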;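 note: RGS4 expression induced by doxycycline in cells with stable M3 receptor; B-score is computed from the integrated fluorescence ratio over baseline after carbachol; higher B-score means a larger calcium signal and so more RGS4 inhibition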
KCNK3 inh = human KCNK3 channel inhibition, primary screen; CHO-KCNK3 thallium flux, FluxOR fluorescence; stronger effect = lower value; B-score at 10 µM; 340,000 compounds, 0.84% hits; AID 602410;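 active = B-score under library mean minus 4 SD, starting fluorescence ratio at most library mean plus 5 SD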;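 note: more negative B-score means stronger inhibition of thallium flux through KCNK3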
KCNQ1 inh = inhibitors of human KCNQ1 potassium channel; P51787; CHO-K1 KCNQ1, FluxOR thallium flux fluorescence; stronger effect = higher value; B-score at 10 µM; 310,000 compounds, 1.3% hits;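 active = compounds whose thallium flux B-score, printed positive for inhibition, exceeds three library SD while starting fluorescence stays within three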;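 note: channel opened by potassium depolarization with thallium stimulus after 20 min compound exposure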
Target sequence (P51787 whole entry, looked up): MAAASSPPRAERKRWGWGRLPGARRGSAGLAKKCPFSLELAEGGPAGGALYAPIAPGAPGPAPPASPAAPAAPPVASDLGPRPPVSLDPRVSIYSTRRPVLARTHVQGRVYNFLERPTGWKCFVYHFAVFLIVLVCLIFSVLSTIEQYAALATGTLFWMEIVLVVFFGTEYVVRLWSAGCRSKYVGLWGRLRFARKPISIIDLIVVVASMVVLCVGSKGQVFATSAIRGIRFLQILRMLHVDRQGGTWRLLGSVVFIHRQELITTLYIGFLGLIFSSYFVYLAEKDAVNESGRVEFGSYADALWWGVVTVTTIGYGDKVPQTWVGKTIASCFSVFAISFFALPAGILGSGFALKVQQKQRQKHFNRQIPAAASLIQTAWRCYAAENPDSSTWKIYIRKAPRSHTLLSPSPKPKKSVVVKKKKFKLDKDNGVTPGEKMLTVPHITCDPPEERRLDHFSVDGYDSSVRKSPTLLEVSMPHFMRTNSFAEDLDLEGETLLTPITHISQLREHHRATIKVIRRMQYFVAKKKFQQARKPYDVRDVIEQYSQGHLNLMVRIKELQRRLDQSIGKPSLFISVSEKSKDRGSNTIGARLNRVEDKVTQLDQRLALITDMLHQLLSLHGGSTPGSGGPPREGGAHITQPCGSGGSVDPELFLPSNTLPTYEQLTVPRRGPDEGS
ANO1 block = blocks the mouse calcium-activated chloride channel TMEM16A | normalized B-score (activity score, 25-100; higher = stronger inhibition) at 10 µM | 310,000 compounds, 1.2% hits | HEK293 TMEM16A/YFP iodide influx fluorescence, ionomycin | AID 588511 | Q8BHY3;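 active = ratio plate-corrected score three or more library SD toward inhibition, starting fluorescence score within five deviations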;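 note: score derived from kinetic fluorescence span divided by baseline fluorescence per well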
KCNK9 block = blocks the human KCNK9 two-pore domain potassium channel | HEK293 KCNK9, FluxOR thallium flux fluorescence; stronger effect = lower value | B-score at 10 µM | 310,000 compounds, 1.2% hits | Q9NPC2;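 active = ratio B-score over 3 SD below the library mean, with starting fluorescence within 5 SD of its mean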;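 note: negative B-score means less thallium flux so channel inhibition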
KCNQ1 pot = potentiates or activates the human KCNQ1 potassium channel; P51787; CHO-K1 KCNQ1, thallium flux FluxOR fluorescence; stronger effect = higher value; B-score at 10 µM; 310,000 compounds, 0.35% hits; AID 2648;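 active = fluorescence ratio B-score, a plate-corrected score, at least three library SD, with initial intensity B-score within 5 SD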
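assay system = KCNQ1-transfected CHO-K1 cells | medium = assay buffer with matched DMSO | probe or stimulus = depolarizing K+/Tl+ stimulus, K2SO4 and Tl2SO4 each 12.5 mM in 5x stock | dosing = single dose | incubation = dye 90 min, compound 20 min, room temperature | detection = kinetic FluxOR fluorescence, 10 s baseline plus 110 s post-stimulus | evaluation = ratio B score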
MrgX1 allo act = human MrgX1 positive allosteric modulation, primary screen | MrgX1-HEK293, Fluo-4 calcium flux, FDSS; stronger effect = higher value | B-score at 10 µM | 310,000 compounds, 0.63% hits | AID 588675;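 active = plate-corrected calcium response at least 3 library SD above typical, normal starting fluorescence, not activating the receptor alone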;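 note: compound read alongside a low EC10 to EC30 dose of BAM8-22 agonist; peak minus trough fluorescence over baseline measured at the second addition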
Active calls of the source: *; i = inactive; . = no result given.

Each structure is followed by: hERG protect	RGS4 act	TMEM16A act	MrgX1 ag	RGS4 inh	KCNK3 inh	KCNQ1 inh	ANO1 block	KCNK9 block	KCNQ1 pot	MrgX1 allo act
1: Cc1ccccc1C(=O)NC(=S)Nc1ccc(N2CCN(C(=O)c3ccccc3)CC2)cc1
  -9.1	i	i	i	i	i	i	i	i	i	i
2: Cc1ccc(C(=O)NNC(=O)c2cccc(C)c2)cc1
  -4.7	i	i	i	i	i	i	i	i	i	i
3: Cc1cc(NC(=O)COC(=O)CCS(=O)(=O)c2ccc(C)c(C)c2)no1
  -3.7	i	i	i	i	i	i	i	i	i	i
4: CCOC(=O)c1nc2ccccc2nc1C
  -1.0	i	i	i	i	i	i	i	i	i	i
5: Cc1cccc(Nc2nc3ccccc3n3nnnc23)c1
  -1.8	i	i	i	i	i	i	i	i	i	i
6: Cc1c(O)ccc2c(=O)c(-c3nncn3-c3ccccc3)coc12
  -17.2	i	i	i	i	i	i	i	i	i	i
7: Cc1cccc(NC(=O)C2(c3ccc([N+](=O)[O-])cc3)CCCC2)c1
  -8.4	i	i	i	i	i	6*	i	i	i	i
8: Cc1ccc(NC(=O)Nc2cccc(C(F)(F)F)c2)nc1
  -12.2	i	i	i	i	i	i	i	i	i	i
9: COc1ccccc1NC(=O)CSc1nc(O)c(Cc2ccccc2)c(=O)[nH]1
  -3.4	i	i	i	i	i	i	i	i	i	i
10: N#CC1(C#N)COC23CCCCC2C1(C#N)C(=N)O3 (configuration not stated)
  -12.8	i	i	i	i	i	i	i	i	i	i
11: COc1cccc(OC)c1C(=O)N1CCN(c2ccccn2)CC1
  -10.9	i	i	i	i	i	i	i	i	i	i
12: CC(C#N)Sc1ncnc2sc(-c3ccccc3)cc12 (configuration not stated)
  -4.1	i	i	i	i	i	6*	i	i	i	i
13: CCC/C(=N\NC(=O)c1ccco1)c1ccc(Cl)s1
  -7.6	i	i	i	i	i	i	i	i	i	i
14: CC1CCCCN1C(=O)Cn1c(=O)n(CCC(=O)NCc2ccco2)c(=O)c2sccc21 (configuration not stated)
  -7.0	i	i	i	i	i	i	i	i	i	i
15: O=C(c1cccc(S(=O)(=O)NCc2ccccc2)c1)N1CCCC1
  -5.2	i	i	i	i	i	i	i	i	i	i
16: CCOC(=O)c1c(C)oc2ccc(NS(=O)(=O)c3ccc4c5c(cccc35)C(=O)N4)cc12
  -11.2	i	i	i	i	i	i	i	-10*	i	i
17: CCCOC(=O)NC(CC)COC(=O)Nc1cc(C)ccc1C (configuration not stated)
  -13.6	i	i	i	i	i	i	i	i	i	i
18: CC(C)CCNC(=O)c1ccc(CS(=O)(=O)Cc2ccccc2F)o1
  -15.2	i	i	i	i	i	i	i	i	i	i
19: Cc1cc(NC(=O)c2ccco2)c(=O)n(Cc2c(F)cccc2Cl)c1
  -3.9	i	i	i	i	i	i	i	i	i	i
20: CS(=O)(=O)Nc1ccc(C2=NN(C(=O)c3ccco3)C(c3ccccc3)C2)cc1 (configuration not stated)
  -9.7	i	i	i	i	i	i	i	i	i	i
21: O=C(c1cccc(Oc2ccc([N+](=O)[O-])cc2Cl)c1)N1CCOCC1
  -8.0	i	i	i	i	i	i	i	i	i	i
22: Cc1cc(OCCOc2cccc3cccnc23)c(C)cc1Cl
  -3.7	i	i	i	i	i	i	i	i	i	i
23: COC(=O)CCc1c(C)c(C(=O)c2ccc(F)cc2)c2ccccn12
  -8.4	i	i	i	i	i	i	i	i	i	i
24: COC(=O)c1ccc(NC(=O)N2CCC(O)(c3cccnc3)CC2)cc1
  -18.4	i	i	i	i	i	i	i	i	i	i
25: Cc1cc(NC(=O)CCC(=O)N(CC(=O)NCC2CCCO2)c2ccccc2)no1 (configuration not stated)
  -5.3	i	i	i	i	i	i	i	i	i	i
26: C/C=C/c1cc(OC)c2c(c1)[C@H](C)[C@@H](c1ccc(O)c(OC)c1)O2
  -4.8	i	i	i	i	i	i	i	i	i	i
27: COc1ccc(S(=O)(=O)NC(N)=NCCc2ccc(OC)c(OC)c2)cc1C
  -10.2	i	i	i	i	i	i	i	i	i	i
28: COc1cc(OC)c2c(c1)S(=O)(=O)C(c1ccccc1)=C2N
  -2.0	i	i	i	i	i	i	i	i	i	i
29: Cc1ccc(NCc2nnc(SCC(=O)c3ccccc3)n2Cc2ccco2)c(C)c1
  -7.7	i	i	i	i	i	i	i	i	i	i
30: CN(Cc1ccco1)S(=O)(=O)c1ccc2c(c1)CCN2C(=O)CCC(=O)O
  -7.5	i	i	i	i	i	i	i	i	i	i
31: CCOc1ccc2c(c1)OC1(CCC(C)C1)CC2=O (configuration not stated)
  -8.8	i	i	i	i	i	i	i	i	i	i
32: CCOC(=O)CN1CC23C=CC(O2)C(C(=O)N2CCN(c4ccc(F)cc4)CC2)C3C1=O (configuration not stated)
  -14.3	i	i	i	i	i	i	i	i	i	i
33: O=C(Cn1cc2c(n1)CCCCC2)N1CCc2ccccc2C1
  -8.0	i	i	i	i	i	i	i	i	i	i
34: Cc1nc2ccc(NS(=O)(=O)c3c(C)c(C)cc(C)c3C)cc2s1
  -4.8	i	i	i	i	i	i	i	i	i	i
35: CCOc1c2ccc(C(=O)NC3CCCc4ccccc43)cc2nn1C (configuration not stated)
  -2.8	i	i	i	i	i	i	i	i	i	i
36: Cc1cc(C)c(NC(=O)C2CCCN2C(=O)NC2CCCCC2)c(C)c1 (configuration not stated)
  -7.7	i	i	i	i	i	i	i	i	i	i
37: Cc1ccc(S(=O)(=O)C(CNC(=O)C(C)C)c2cccs2)cc1 (configuration not stated)
  -7.1	i	i	i	i	i	i	i	i	i	i
38: CC(=O)c1ccccc1NS(=O)(=O)c1cccc2nonc12
  -8.8	i	i	i	i	i	i	i	i	i	i
39: COc1ccc(C(=O)NC2CC2)cc1OC1CCN(Cc2ccc(NC(C)=O)cc2)CC1
  -5.2	i	i	.	i	i	i	.	i	i	.
40: Cc1sc(N)c(C(=O)c2ccccc2Cl)c1C
  -8.0	i	i	i	i	i	i	i	i	i	i
41: CCOC(=O)CSc1nc2sc3c(c2c(=O)n1-c1ccc(C)cc1)CCN(C)C3
  -4.2	i	i	i	i	i	i	i	i	i	i
42: Cc1ccccc1NC(=S)NC(C)C(c1ccccc1)N1CCN(C)CC1 (configuration not stated)
  -20.5	i	i	i	i	i	i	i	i	i	i
43: C=CCn1c(CNC(=O)c2cccs2)n[nH]c1=S
  -11.5	i	i	i	i	i	i	i	i	i	i
44: Cc1cccc(C)c1NC1=NC(=S)N(c2ccccc2)C12CCOC(C)(C)C2 (configuration not stated)
  -6.0	i	i	i	i	i	i	i	i	i	i
45: Cc1cccc2c1N(CCCOc1ccc(C(C)(C)C)cc1)C(=O)C2=O
  -16.7	i	i	i	i	i	i	i	i	i	i
46: O=P(COCCOCCOCCOCP(=O)(c1ccccc1)c1ccccc1)(c1ccccc1)c1ccccc1
  -12.6	i	i	i	i	i	i	i	i	i	i
47: COc1cccc(Cn2cc(-c3cccc(C(F)(F)F)c3)nn2)c1
  -9.6	i	i	i	i	i	i	i	i	i	i
48: C=CCNC(=O)COC(=O)c1oc2ccccc2c1CSC1CCCCC1
  -8.0	i	i	i	i	i	i	i	i	i	i
49: COC(=O)c1cc(-c2cc(OC)ccc2OC)nc2c1c(=O)n(C)c(=O)n2Cc1ccccc1
  -9.9	i	i	i	i	-10.7*	i	i	i	i	i
50: Cc1cc(C)c2nc(NC(=O)CN3C(=O)NC4(CCCC4)C3=O)sc2c1
  -5.0	i	i	i	i	i	i	i	i	i	i

(next part)
Each structure is followed by: hERG protect	RGS4 act	TMEM16A act	MrgX1 ag	RGS4 inh	KCNK3 inh	KCNQ1 inh	ANO1 block	KCNK9 block	KCNQ1 pot	MrgX1 allo act
51: CC(C)CN(C(=O)c1ccc(F)cc1F)c1c(N)n(CC(C)C)c(=O)[nH]c1=O
  -12.4	i	i	i	i	i	i	i	i	i	i
52: COc1cc2c(cc1NC(=O)C(C)OC(=O)/C=C/c1ccc(OC(F)F)cc1)oc1ccccc12 (configuration not stated)
  -3.0	i	i	i	i	i	i	i	i	i	i
53: C[C@@H]1CN(Cc2nc(-c3ccc(Cl)cc3)no2)C[C@H](C)O1
  0.2	i	i	i	i	i	i	i	i	i	i
54: Cc1cccc(S(=O)(=O)NNC(=O)c2cc(-c3ccc(F)cc3)nc3ccccc23)c1
  -4.0	i	i	i	i	i	i	i	i	i	i
55: Cc1ccc(CS(=O)(=O)CCC(=O)NCc2ccccn2)cc1
  -8.3	i	i	i	i	i	i	i	i	i	i
56: Oc1cc2c(cc1O)C(c1ccccc1)CNCC2 (configuration not stated)
  -2.8	i	i	i	i	i	i	i	i	i	i
57: CN(C)c1ccc(/C=N/NS(=O)(=O)c2ccc(Br)cc2)cc1
  -9.0	i	i	i	i	i	i	i	i	i	i
58: Cc1ccc(C)c(OCCCCn2cnc3ccccc3c2=O)c1
  -9.0	i	i	i	i	i	i	i	i	i	i
59: CCC(C)n1c(SCC(=O)NC(=O)c2cccn2C)nc2ccccc2c1=O (configuration not stated)
  -9.3	i	i	i	i	i	i	i	i	i	i
60: Cc1ccn2c(=O)c(NC(=O)c3cccs3)c(C)nc2c1
  -10.6	i	i	i	i	i	i	i	i	i	i
61: CCn1c(CNC(=O)c2cccc(C)c2)nnc1SCC(=O)Nc1nnc(C)s1
  -7.6	i	i	i	i	i	i	i	i	i	i
62: COc1ccc(S(=O)(=O)N2CCC(C(=O)NCC3CC3)CC2)cc1
  -9.4	i	i	i	i	i	i	i	i	i	12.6*
63: Cc1cc(C)cc(NC(=O)CSc2nc3ccncc3[nH]2)c1
  -8.9	i	i	i	i	i	i	i	i	i	i
64: Cn1nnnc1-c1cc(Br)ccc1NC(=O)c1ccccc1
  -3.5	i	i	i	i	i	i	i	i	i	i
65: COC(OC)c1ccnc(-c2ccc(OC(=O)c3ccc(F)cc3)cc2)n1
  -8.2	i	i	i	i	i	i	i	i	i	i

Assay outcomes (PubChem)
